Assay outcomes: PubChem, several laboratories
HTRA1 inh = inhibitors of human serine peptidase HTRA1. Q92743. 340,000 compounds, 0.5% hits. inhibition, % at 5.96 µM. recombinant HTRA1, FP-rhodamine activity-based probe, fluorescence polarization; in the data active = inhibition above about 36%;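 also: 0% = enzyme with DMSO and 100% = wells lacking enzyme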
ABHD4 inh = inhibitors of mouse ABHD4; Q8VD66; purified mABHD4, FP-Rh probe fluorescence polarization; inhibition, % at 8.92 µM; 370,000 compounds, 0.54% hits; AID 720543;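 active = inhibition exceeding the mean over every tested compound plus 3 SD, cut at about 30% in these data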;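 also: 0% = plate median of compound wells and 100% = S159A mutant with DMSO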
Target sequence (Q8VD66 whole entry, looked up): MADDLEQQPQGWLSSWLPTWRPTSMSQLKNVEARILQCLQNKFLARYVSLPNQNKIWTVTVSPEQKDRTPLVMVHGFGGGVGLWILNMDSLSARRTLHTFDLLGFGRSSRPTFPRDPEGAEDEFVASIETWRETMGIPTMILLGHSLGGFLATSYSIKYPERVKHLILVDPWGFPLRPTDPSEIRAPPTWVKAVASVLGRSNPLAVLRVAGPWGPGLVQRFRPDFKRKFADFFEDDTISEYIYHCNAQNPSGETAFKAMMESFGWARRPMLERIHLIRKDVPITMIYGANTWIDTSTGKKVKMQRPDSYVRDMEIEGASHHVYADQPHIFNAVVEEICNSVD
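Doses – 8.92 µM, single dose · Material – wild-type mouse ABHD4 protein · Replication – single well per compound (singlicate) · Measure – percent inhibition of probe binding, normalized to plate controls · Schedule – 45 min compound pre-incubation plus 60 min probe step, 25 °C · Detection – fluorescence polarization with parallel and perpendicular emission, 525/598 nm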
ASAP1 GAP inh = inhibitors of human ASAP1 ArfGAP activity; Q9ULH1; ASAP1-stimulated ARF1 GTP hydrolysis, GDP FP detection; inhibition, % at 16.5 µM; 360,000 compounds, 0.19% hits; AID 624377; in the data active = inhibition above about 25%;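 also: 0% = vehicle with enzyme and substrate and 100% = no enzyme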
NR1D1 modulator = modulators of human Rev-erb alpha DNA binding. Rev-erbα–FITC-DNA binding, fluorescence polarization, 90 min. P20393. AID 1259318. 370,000 compounds, 0.79% hits. activity, % at 10 µM;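 active = activity above about 14%, limit read from the data; passing the limit was not always enough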;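 also: 0% = DMSO wells with 35 nM protein and 100% = DMSO wells with 750 nM protein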
Target sequence (P20393 whole entry, looked up): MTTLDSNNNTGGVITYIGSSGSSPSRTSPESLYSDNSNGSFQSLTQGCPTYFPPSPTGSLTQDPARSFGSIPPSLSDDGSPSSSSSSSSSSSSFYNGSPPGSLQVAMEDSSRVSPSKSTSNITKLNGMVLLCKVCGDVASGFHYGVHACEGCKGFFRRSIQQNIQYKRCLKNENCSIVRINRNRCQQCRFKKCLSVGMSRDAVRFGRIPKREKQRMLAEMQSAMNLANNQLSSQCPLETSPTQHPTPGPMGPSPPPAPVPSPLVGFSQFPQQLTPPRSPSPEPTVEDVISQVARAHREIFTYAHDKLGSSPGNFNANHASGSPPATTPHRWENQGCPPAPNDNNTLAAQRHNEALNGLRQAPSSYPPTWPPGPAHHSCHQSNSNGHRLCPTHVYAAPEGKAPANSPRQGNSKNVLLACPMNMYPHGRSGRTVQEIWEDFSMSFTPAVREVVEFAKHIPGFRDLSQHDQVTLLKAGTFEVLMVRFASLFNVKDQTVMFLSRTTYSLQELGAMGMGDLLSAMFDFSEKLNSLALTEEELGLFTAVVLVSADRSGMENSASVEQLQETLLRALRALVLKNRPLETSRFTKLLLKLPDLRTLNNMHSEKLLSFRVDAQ
GC-A act = GC-A (human) enzyme activation; AID 1671463; 370,000 compounds, 0.14% hits; HEK293 GC-A cells, cGMP TR-FRET, EC30 ANP; 0% at EC30 ANP, 100% saturating ANP; activation, % at 10 µM; in the data active = activation above about 40%
ARFGAP1 inhibitor = inhibits rat ARF GTPase activating protein 1; 360,000 compounds, 0.26% hits; inhibition, % at 16.5 µM; AID 651572; Arfgap1-stimulated ARF1 GTP hydrolysis, GDP FP detection; Q62848;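 active = inhibition above a per-plate limit, mean inhibition of low control wells plus 3 SD, cut at about 25% in these data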;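 also: 0% = DMSO wells with enzyme and 100% = wells lacking Arfgap1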
Target sequence (Q62848 1-136 limits assumed): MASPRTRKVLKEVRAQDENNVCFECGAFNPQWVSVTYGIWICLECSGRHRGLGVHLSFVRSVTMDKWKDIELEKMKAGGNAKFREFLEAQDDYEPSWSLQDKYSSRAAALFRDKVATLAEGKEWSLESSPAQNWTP
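Repeats: one replicate per compound; assay system: rat Arfgap1 catalytic domain, aa 1-136; times: enzyme reaction 120 min at 25 °C after 20 min preincubation; detection: FP of antibody-bound GDP Alexa 633 tracer, ex 620/em 688 nm; benchmarks: high control wells lacking Arfgap1, low control full reaction with DMSO; reagent: human ARF1(Δ1-17)-GTP substrate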
SMARCA2 act = increases SMARCA2 function in MMTV reporter cells. AID 652017. activation, % at 9.1 µM. MG213 cells, MMTV-luciferase reporter, dexamethasone, overnight. 370,000 compounds, 1% hits; in the data active = activation above about 7.8%;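 also: 0% = vehicle wells and 100% = reference activator wells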
PG9 Ab binder = small molecules binding HIV-1 gp120 antibody PG9. TR-FRET gp120-PG9 antibody binding. inhibition, % at 6.7 µM. 360,000 compounds, 0.43% hits. AID 624416; in the data active = inhibition above about 8.5%
rCAG binder = binds r(CAG) RNA repeats; r(CAG) RNA repeat, TO-PRO-1 dye displacement fluorescence; 370,000 compounds, 1.3% hits; inhibition, % at 3 µM;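 active = inhibition above the plate cutoff, the mean of all test compounds on that plate plus 3 SD, cut at about 35% in these data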;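 also: 0% = DMSO alone and 100% = 100 µM mitoxantrone as full dye displacement; higher means more dye released from RNA so lower well fluorescence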
GC-B act = GC-B (human) receptor activation; P20594; HEK293-GC-B cells, CNP EC30, cGMP TR-FRET; 0% at EC30 CNP, 100% saturating CNP; activation, % at 10 µM; 370,000 compounds, 0.11% hits; AID 1920062;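 active = activation at 10 µM reaching about 35% in either raw or pattern-adjusted values, limit read from the data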
* marks the source's active call; other numbers are inactive results; · = not tested or not shown; & = joins results of further samples.

SMILES	HTRA1 inh	ABHD4 inh	ASAP1 GAP inh	NR1D1 modulator	GC-A act	ARFGAP1 inhibitor	SMARCA2 act	PG9 Ab binder	rCAG binder	GC-B act
COc1ccc(OC)c(CCNC(=O)Cn2cccc2C(=O)c2ccccc2)c1	-1.3	4.2	5.7	0.1	-11.9	1.3	-1.2	-0.1	-7.5	-6.6
Cc1nnc(SCC(=O)Nc2ccc(N3CCN(S(C)(=O)=O)CC3)cc2)o1	2.0	4.8	2.3	-0.8	-2.4	1.7	-3.2	-0.4	-0.8	-2.1
O=C(COC(=O)/C=C/c1ccc(Cl)c(Cl)c1)NC1CCS(=O)(=O)C1 (configuration not stated)	-6.8	-6.8	-5.3	-1.5	-0.1	15.9	-5.5	0.0	0.2	-8.2
COc1cc(Nc2nc3ccc(Cl)cc3n3cnnc23)cc(OC)c1OC	3.5	-1.4	-7.8	1.2	3.2	11.6	-1.6	0.6	5.7	8.6
O=C1NC[C@H](CCCCN2C[C@H](Cc3ccccc3)N(CCC3CCCCC3)C(=O)C2=O)N(CCc2ccc(O)cc2)C1=O	·	-9.9	-16.1	2.7	1.5	4.3	-3.2	-0.8	7.3	3.8
COc1ccc(C(C(=O)Nc2ccc(C(C)C)cc2)N(Cc2ccco2)C(=O)CC2NC(=O)NC2=O)cc1 (configuration not stated)	-11.7	-6.1	-3.5	-0.1	-2.2	2.7	-2.2	0.6	-0.7	-0.2
Cc1ccc(S(=O)(=O)N2CCN(Cc3cc(C(C)(C)C)ccc3O)CC2)cc1	-14.8	1.1	1.8	-4.1	4.8	4.7	1.9	-3.2	-0.3	3.3
Cc1ccc(NC(=O)CC2(CC(=O)O)CCCC2)c(C)c1	2.8	2.9	4.5	3.5	-2.5	-0.5	2.4	-0.3	-1.4	3.8
C#CCOCCOCCOCCNc1nc(N2CCN(C(=O)Cn3cc(CC(C)O)nn3)CC2)nc(N2CCN(C(=O)[C@H]([C@@H](C)CC)n3cc(CCCN=C(N)N)nn3)CC2)n1 (some centres not stated)	-0.3	-10.1	-6.7	1.2	-1.0	-10.9	0.2	-0.4	0.4	-3.2
COc1ccc(NC(=O)COC(=O)C2CCC2)cc1Cl	4.1	0.6	-9.2	1.2	1.8	-3.3	-2.4	-1.2	-4.7	-1.6
CC1CCN(C(=O)c2cc(-c3ccc4c(c3)OCO4)on2)CC1	-10.9	-1.7	1.8	1.5	-5.4	-2.1	6.8	0.6	-7.2	3.5
O=C(CSc1nnc(CCc2nc3ccccc3[nH]2)n1-c1ccccc1)NCc1ccco1	0.3	1.9	3.7	-2.2	2.3	14.0	-0.2	-0.9	-10.1	2.7
CCCCOc1c(Cl)cc(C(=O)N2CCN(CC(=O)N3CCCC3)CC2)cc1OCC	1.0	-3.1	1.2	1.8	2.4	7.4	-2.4	0.4	0.1	5.1
COC(=O)c1ccc(OCCCCN(C)Cc2ccccc2)cc1	-15.7	5.1	-11.4	0.4	-0.1	-1.5	-1.3	0.1	-9.9	-1.9
O=C(NCc1ccncc1)[C@@H]1CCCN1C(=O)[C@H]1CCCN1C(=O)c1c(F)cccc1F	·	10.2	6.2	-7.4	-1.1	6.3	-5.6	-0.7	-1.9	0.2
O=C(Nc1cc(Cl)cc(Cl)c1)C(NCC1CCCO1)c1ccccc1 (configuration not stated)	-27.2	-4.1	5.9	6.9	-33.5	-1.1	-0.9	0.3	-5.9	-12.0
NC(=O)C1=C[C@@H](C2CCCCC2)C[C@@H](OCc2ccc(CO)cc2)O1	-11.5	-4.0	5.5	-1.2	2.1	3.1	0.1	-0.4	-6.1	7.0
O=C(CSc1cn[nH]n1)Nc1ccccc1C(=O)O	3.7	0.9	-20.1	-0.1	-0.3	4.9	0.8	-3.0	1.8	-2.6
COc1ccccc1NC(=S)NCc1ccc(Cl)cc1	-2.0	6.8	-3.5	1.2	9.9	4.5	1.2	-0.9	-1.5	-3.5
CC(=O)Nc1ccc(NC(=O)C2(C)Cc3c(-c4ccc(NC(C)=O)cc4)ccnc3O2)cc1 (configuration not stated)	·	0.1	-6.6	-1.0	-1.5	-1.1	-2.5	1.4	0.0	4.8
CCC(=O)N1CCC1(C)C(=O)NCc1ccccc1SC (configuration not stated)	·	-0.8	-1.1	-0.9	2.1	3.4	-1.5	0.8	-1.3	-2.4
O=C(COC(=O)c1ccc(-c2cnc3ccccc3n2)cc1)c1ccccc1	-2.7	-0.8	2.2	15.2	-4.9	11.3	-0.5	-0.5	-3.9	-5.0
Brc1ccc2[nH]ncc2c1	2.4	-2.0	2.0	0.4	0.8	5.1	-4.3	-0.3	-2.9	-7.5
Cc1cc(NC(=O)CSc2nnc3c(C)cc4cc(C)c(C)cc4n23)no1	-8.9	1.4	17.9	10.0	0.9	3.9	-0.1	0.0	0.4	4.2
COc1ccc(CCNC(=O)c2cc(-c3ccccc3)c(N3CCOCC3)s2)c(OC)c1OC	-12.9	-8.0	0.4	6.3	0.8	6.3	-2.2	-2.6	0.1	3.4
O=S(=O)(N[C@H]1CCCC[C@@H]1N1CCOCC1)c1ccc(Cl)cc1	·	0.2	·	-3.5	-12.6	·	·	·	·	-18.1
COc1ccc(NC(=O)CN(C)C(=O)c2ccc3c(c2)NC(=O)CS3)cc1	2.6	0.2	-19.6	-1.1	-0.3	4.0	1.5	-0.9	0.8	-1.2
COc1cc2c(c(OC)c1OC)-c1ccc(OC)c(=O)cc1[C@@H](NC(C)=O)CC2	-1.8	0.6	7.3	-5.0&-8.3	5.6	-1.2	-1.9	-1.5	1.5	-1.8
CCc1nc2ccc(C(=O)Nc3cc(-c4ccccc4)ccc3OC)cn2c1N(C=O)CCC(C)C	·	-1.7	-0.5	4.0	-8.7	1.2	-6.6	-0.9	6.8	-2.2
Nc1nc2c(ncn2[C@@H]2O[C@H](CNCc3ccccc3)[C@@H](O)[C@H]2O)c(=O)[nH]1	·	3.5	7.0	2.3	13.2	-2.0	-2.5	-1.8	1.8	11.2
Cc1ccccc1NC(=O)C1CCC(C)(C(=O)O)C1(C)C (configuration not stated)	2.3	0.0	7.8	-3.5	-4.2	-5.4	-1.0	-1.2	2.1	3.5
Nc1ncnc(N)c1N=Nc1ccccc1	0.0	0.2	5.9	12.8	-7.2	2.3	6.6	-8.7	-1.0	-11.9
CCCC1NC(=O)c2cccnc2-n2c1nc1ccc(OC)cc1c2=O (configuration not stated)	2.7	8.1	3.3	3.7	-2.1	22.7	6.0	-1.7	0.9	-6.9
CC(=C/c1ccccc1)/C=N/NC(=O)c1cnccn1	1.7	7.1	-2.1	-0.2	-2.9	-4.2	7.5	-2.0	1.7	-5.1
Nc1c(C(=O)CSc2n[nH]c(-c3ccccc3Br)n2)c(=O)[nH]c(=O)n1C1CC1	0.9	-2.1	-1.3	-2.8	-0.1	12.2	0.7	0.7	3.4	-3.1
O=C(C[C@@H]1C/C=C\C[C@H](Cc2ccc(F)cc2)C(=O)OC[C@@H](c2ccccc2)NC1=O)NCCO	5.6	3.0	2.0	-1.9	-4.4	-0.6	-0.1	-1.4	-5.8	1.6
CN(C)C(=O)N1CCN(C(=O)c2ccccc2Sc2ccccc2C#N)CC1	2.0	-0.2	5.2	4.5	2.3	3.8	-1.3	0.1	-5.0	-0.8
C=CCn1c(SCC(=O)Nc2nc(C)cs2)nnc1C(C)NC(=O)c1ccccc1Cl (configuration not stated)	-1.9	0.3	-7.6	-2.2	5.9	1.6	0.4	-1.3	-5.5	11.3
O=S(=O)(c1ccc(-c2csc(-c3cccnc3)n2)cc1)N1CCOCC1	2.4	-2.0	-8.8	-4.0	-6.5	-7.3	-0.6	-2.4	0.3	1.1
C=CCOC(=O)C1=C(C)NC(SCC(N)=O)=C(C#N)C1c1cccs1 (configuration not stated)	-7.5	-5.5	5.0	-3.1	-12.4	-11.0	-1.8	0.7	3.9	-5.0

Structures above containing an NH in an aromatic ring, in the order listed:
SMILES	HTRA1 inh	ABHD4 inh	ASAP1 GAP inh	NR1D1 modulator	GC-A act	ARFGAP1 inhibitor	SMARCA2 act	PG9 Ab binder	rCAG binder	GC-B act
O=C(CSc1nnc(CCc2nc3ccccc3[nH]2)n1-c1ccccc1)NCc1ccco1	0.3	1.9	3.7	-2.2	2.3	14.0	-0.2	-0.9	-10.1	2.7
O=C(CSc1cn[nH]n1)Nc1ccccc1C(=O)O	3.7	0.9	-20.1	-0.1	-0.3	4.9	0.8	-3.0	1.8	-2.6
Brc1ccc2[nH]ncc2c1	2.4	-2.0	2.0	0.4	0.8	5.1	-4.3	-0.3	-2.9	-7.5
Nc1nc2c(ncn2[C@@H]2O[C@H](CNCc3ccccc3)[C@@H](O)[C@H]2O)c(=O)[nH]1	·	3.5	7.0	2.3	13.2	-2.0	-2.5	-1.8	1.8	11.2
Nc1c(C(=O)CSc2n[nH]c(-c3ccccc3Br)n2)c(=O)[nH]c(=O)n1C1CC1	0.9	-2.1	-1.3	-2.8	-0.1	12.2	0.7	0.7	3.4	-3.1

The list continues.
SMILES	HTRA1 inh	ABHD4 inh	ASAP1 GAP inh	NR1D1 modulator	GC-A act	ARFGAP1 inhibitor	SMARCA2 act	PG9 Ab binder	rCAG binder	GC-B act
O=C(NCc1ccco1)c1cccc(-c2cncc3nccn23)c1	·	1.9	-10.1	-2.6	-3.2	1.0	-1.0	0.4	5.9	3.8
O=C(c1cc2c(=O)n3ccccc3nc2s1)N1CCN(Cc2ccccc2)CC1	-8.8	6.0	11.8	-1.7	0.9	0.1	2.1	0.3	-2.4	-0.9
O=C(Nc1ccccc1Br)C1CCCN1S(=O)(=O)c1cccc2nsnc12 (configuration not stated)	-4.8	-0.2	2.1	12.2	-7.6	-4.2	-3.1	-1.8	-0.2	-0.8
CCCCCn1c(=O)[nH]c2cc(C(=O)NCc3ccc4c(c3)OCO4)ccc2c1=O	-3.0	0.6	4.4	8.8	-1.7	18.4	-1.5	1.3	1.0	-2.7
O=C(Oc1ccccc1)c1ccccc1C(=O)Oc1ccccc1	-35.0	-12.3	-7.9	9.6	-4.8	1.9	3.7	2.8	-2.8	-10.7
CCN(C(=O)c1ccccc1F)c1nc(-c2ccc(OC)cc2)cs1	-23.3	-7.9	-7.9	0.1	-4.4	-4.9	4.9	0.3	3.0	-6.0
Cc1cc(N2CCOCC2)c2c(N)c(C)cc(C)c2n1	4.3	3.8	5.0	1.2	5.8	16.9	-5.1	-4.0	-7.2	-3.5
Cc1cc(=O)[nH]c(SCCCOc2ccccc2Cl)n1	-2.3	-14.4	-8.0	-3.9	-0.3	-0.2	3.0	-2.1	2.2	-3.3
CC(C)[C@H](NC(=O)c1ccccc1Cl)C(=O)Nc1ccc(S(=O)(=O)Nc2nccs2)cc1	0.0	-1.4	-5.4	-1.7	-2.4	17.9	-2.5	-2.7	31.9	1.2
O=C(CNC(=O)c1ccccc1)OCc1nnc(-c2ccc(Cl)cc2)o1	-6.0	-2.3	-12.0	0.1	2.1	5.5	-0.6	0.1	-1.3	2.8
COc1ccc(NC(=O)Cc2cccs2)cc1S(=O)(=O)N1CCCCC1	-0.1	-10.3	1.2	-5.8	6.6	7.7	-4.8	-0.2	4.2	2.8
COc1ccc(CC(=O)Nc2ccc(N3CCCC3)c(C)c2)cc1	-2.1	4.9	-9.8	1.6	3.7	7.9	6.5	-3.2	7.3	-3.7
